FAS TE block: FAS thioesterase (human) inhibition; P49327; hit rate 0.67% among 360,000; AID 602261; recombinant FAS-TE, OMFH fluorogenic substrate, fluorescence endpoint; inhibition, % at 15 µM;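 active means compounds whose normalised, plate-corrected inhibition of enzyme fluorescence in the single-dose primary screen is 50% or more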;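 further: 0% = DMSO with enzyme and 100% = substrate without enzyme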
E coli Lon inh: E. coli protease La inhibition; P0A9M0; inhibition, % at 7.94 µM; hit rate 0.42% among 360,000; purified E. coli Lon protease, fluorescence polarization; in the data active means inhibition above about 13%, passing the limit was not always enough;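 further: 0% = enzyme with probe and DMSO and 100% = no enzyme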
NRP1-CendR mod: modulators of CendR peptide binding to human neuropilin-1. O14786. FAM-RPARPAR peptide binding to NRP-1, fluorescence polarization. inhibition, % at 25 µM. hit rate 0.85% among 360,000. AID 602438;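 active means inhibition or corrected inhibition above about 18%, plus a signal ratio from 0.5 to 1.5, limit read from the data, passing the limit was not always enough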; further: strong numbers were not always called active
Target sequence (O14786 whole entry, looked up): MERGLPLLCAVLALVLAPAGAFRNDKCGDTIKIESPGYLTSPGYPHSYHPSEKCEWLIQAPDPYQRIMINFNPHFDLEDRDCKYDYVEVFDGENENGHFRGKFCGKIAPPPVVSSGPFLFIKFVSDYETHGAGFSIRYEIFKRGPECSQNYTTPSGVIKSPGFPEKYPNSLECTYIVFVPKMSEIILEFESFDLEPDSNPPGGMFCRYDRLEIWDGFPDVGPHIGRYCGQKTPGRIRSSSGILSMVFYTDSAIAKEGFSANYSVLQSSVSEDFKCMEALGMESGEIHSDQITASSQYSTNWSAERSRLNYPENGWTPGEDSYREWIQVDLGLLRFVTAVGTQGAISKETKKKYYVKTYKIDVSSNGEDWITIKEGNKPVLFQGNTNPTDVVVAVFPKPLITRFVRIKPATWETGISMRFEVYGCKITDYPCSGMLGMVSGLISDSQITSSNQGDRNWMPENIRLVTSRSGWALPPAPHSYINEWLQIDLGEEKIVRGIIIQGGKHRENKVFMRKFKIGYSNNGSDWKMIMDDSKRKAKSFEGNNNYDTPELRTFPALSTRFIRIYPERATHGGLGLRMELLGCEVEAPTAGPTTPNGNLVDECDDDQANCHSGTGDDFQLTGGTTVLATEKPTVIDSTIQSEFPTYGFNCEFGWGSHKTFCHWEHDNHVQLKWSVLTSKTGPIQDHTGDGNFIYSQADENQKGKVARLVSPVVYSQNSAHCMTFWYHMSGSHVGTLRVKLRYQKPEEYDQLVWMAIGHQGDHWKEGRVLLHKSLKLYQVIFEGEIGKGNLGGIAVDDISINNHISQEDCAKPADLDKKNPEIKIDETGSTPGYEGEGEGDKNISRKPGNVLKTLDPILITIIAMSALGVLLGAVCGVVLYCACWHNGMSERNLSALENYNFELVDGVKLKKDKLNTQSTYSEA
PABP1 MLLE inh: blocks PAM2 peptide binding to the PABP1 MLLE domain; P11940; GST-MLLE / FITC-PAM2 fluorescence polarization; inhibition, % at 20 µM; hit rate 0.36% among 360,000; in the data active means inhibition above about 35%, passing the limit was not always enough;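 further: plate controls were DMSO wells with GST-MLLE for no effect and wells lacking GST-MLLE protein for full effect; some results filed as inactive read as strong as hits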
MsrA inhibitor: inhibits bovine methionine sulfoxide reductase A. purified bovine MsrA, absorbance read-out. inhibition, % at 15.5 µM. hit rate 0.75% among 360,000. AID 651718; in the data active means inhibition above about 4.5%;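 further: 0% = vehicle wells with enzyme and 100% = reference inhibitor wells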
Tb MetRS inh: blocks T. brucei methionyl-tRNA synthetase activity; purified T. brucei MetRS, ATP depletion, Kinase-Glo luminescence; hit rate 0.4% among 360,000; inhibition, % at 11.9 µM; AID 624268;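 active means inhibition above a per-plate cutoff of the control wells' mean inhibition plus 3 SD, cut at about 5.5% in these data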;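 further: 0% = DMSO wells median and 100% = median of wells with control inhibitor compound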
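System: purified T. brucei MetRS enzyme / Detection: Kinase-Glo luciferase luminescence reporting remaining unconsumed ATP / Medium: HEPES buffer with MgCl2, KCl, DTT, spermine, BSA, pyrophosphatase / Replication: singlicate, one well per compound / Evaluation: percent inhibition relative to median high and low control wells / Schedule: 2 h aminoacylation at 25 °C after 15 min preincubation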
MT1-MMP act inh: MT1-MMP (human) activation inhibition | hit rate 0.061% among 360,000 | AID 651647 | P50281 | HT1080 RFP-PRO-GFP cells, GFP/RFP ratio fluorescence, overnight; percent of plate control window, DMSO zero | GFP/RFP ratio change, % at 20 µM;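 active means GFP/RFP ratio change of at least 30% with cell ATP level not reduced by more than half and red fluorescence within 50% of control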; further: strong numbers were not always called active
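Assay system: HT1080 cells carrying an RFP-PRO-GFP reporter | Dosing: Single dose of 20 µM compound, 1% DMSO final | Incubation: Cells overnight before dosing, compound overnight, 37 °C, 5% CO2 | Evaluation: GFP/RFP fluorescence ratio | Control set: DMSO and RFP-L50D-GFP cell wells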
bovine MsrA act: activates bovine MsrA enzyme | hit rate 0.3% among 360,000 | AID 602163 | activation, % at 10.6 µM | purified bovine MsrA, absorbance read-out; in the data active means activation above about 7.5%;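 further: 0% = vehicle and 100% = reference activator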
SKN-1 inh: blocks SKN-1 activity in C. elegans; hit rate 0.49% among 360,000; C. elegans VP596 Pgst-4::GFP/RFP ratio, acrylamide-induced, 24 h; inhibition, % at 21.8 µM; AID 624304;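 active means interference check ratio from 0.5 to 1.5 plus GFP to RFP signal ratio inhibition reaching or exceeding a fixed threshold, cut at about 30% in these data, passing the limit was not always enough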; further: some compounds called inactive have numbers as strong as hits
Active calls of the source: *; x = no result given. Random draw from the library, and some 4% of all compounds hit somewhere here.

SMILES	FAS TE block	E coli Lon inh	NRP1-CendR mod	PABP1 MLLE inh	MsrA inhibitor	Tb MetRS inh	MT1-MMP act inh	bovine MsrA act	SKN-1 inh
CC(NC(=O)c1ccco1)C(=O)N1CCN(c2cccc(C(F)(F)F)c2)CC1 (stereo not given)	-3.9	18.1	1.7	2.6	-1.1	-0.3	-1.1	-1.6	-4.0
CCOC(=O)c1ccc(NC(=O)N2CCN(Cc3ccccc3)CC2)cc1	-3.8	-3.6	-2.8	-6.9	0.1	-0.8	-1.0	-7.3	6.8
O=C(OCn1nnc2ccccc2c1=O)C1=COCCO1	-2.1	10.4	6.6	9.0	-0.2	-0.7	-0.3	-1.1	2.6
CC(=O)c1ccccc1NC(=O)c1cc(S(=O)(=O)N2CCOCC2)ccc1N1CCCC1	35.3	4.7	4.6	-2.9	-1.3	0.0	-3.0	-3.4	-7.3
O=C(NCCN1CCOCC1)c1cccc(Br)c1	-6.6	0.8	-0.7	3.7	-0.2	-0.3	4.4	-2.5	-9.8
CN1CCN(S(=O)(=O)c2cccc(C(=O)NC3CCCC3)c2)CC1	-7.4	-0.7	0.4	3.5	-1.0	-0.2	1.1	-6.6	-10.3
Cc1cc(F)ccc1N1CCC(N2CCN(C)C(CCO)C2)CC1 (stereo not given)	-3.4	2.6	-2.4	2.6	-0.2	-0.3	-2.7	-2.5	-1.8
COCCN1C(=O)N[C@@H](c2ccccc2)C(C(=O)OC)=C1C	-15.5	5.8	-5.3	4.7	-0.5	-0.2	1.3	-5.5	-9.4
COc1ccc(CNS(=O)(=O)c2cc(CN3C(=O)c4cccnc4C3=O)ccc2OC)cc1	-5.3	2.4	-8.5	7.1	-0.5	0.0	-1.6	-3.7	7.5
COC(=O)[C@@H]1[C@@H](C)N(Cc2ccccc2)C(=O)N[C@H]1c1cccc(C(F)(F)F)c1	-7.8	5.2	-0.7	-10.5	1.9	-0.1	5.3	-4.9	8.8
Cc1c(C(=O)N2CCCCC2)c(S(=O)(=O)Nc2ccc(F)cc2F)c(C)n1C	-3.2	1.9	7.3	1.3	0.8	0.1	-1.7	-1.3	-4.3
COCc1cc(CNC(=O)C2CCC(=O)N(Cc3ccccc3F)C2)[nH]n1 (stereo not given)	-3.8	-4.3	-2.7	-2.1	-0.4	0.0	0.5	-1.3	4.7
Cc1ccc(-c2nc3ccc(Cl)cn3c2Cc2ccsc2)cc1	-2.4	-4.2	-9.7	-3.2	2.1	-0.8	-2.1	-3.1	34.6
CC(=O)Nc1cncc(-c2ccccc2F)n1	-1.0	-9.7	11.7	2.2	0.8	-0.1	4.7	-2.4	9.9
CCOc1ccc(N(CC(=O)Nc2cccc(OC)c2)S(=O)(=O)c2c(C)noc2C)cc1	14.0	1.9	-7.6	12.6	-0.5	-0.2	-0.2	-3.0	-3.1
NC(=O)Cc1ccc2sc(-c3ccccc3)nc2c1	-4.5	-14.5	-6.4	-12.6	-1.1	1.6	-1.5	-3.0	0.0
COc1cc(CC(=O)OCC(=O)NCc2ccco2)cc(OC)c1OC	-4.7	-14.2	10.7	3.9	0.5	0.1	3.3	-2.4	-11.4
Cc1ccccc1C(=O)Nn1cnc2ccccc2c1=O	-7.0	-5.1	-11.6	1.7	-0.4	0.0	0.3	0.5	-7.5
Cc1cccc(N(C)C(=O)c2cc(S(=O)(=O)N3CCCC3)cn2C)c1	-3.1	0.1	2.8	8.5	0.1	0.8	-0.2	0.5	3.9
O=C(Nc1cc(C(F)(F)F)ccc1N1CCOCC1)c1ccc(Cl)nc1	9.1	-11.2	-4.4	-1.7	-0.9	-0.5	-2.7	-1.7	-2.1
C=CCN(C(=O)CC(NC(C)=O)c1ccccc1)c1nc(-c2ccc(S(C)(=O)=O)cc2)cs1 (stereo not given)	5.4	10.8	17.0	-5.2	-0.6	0.6	-7.1	0.6	-6.2
COC1=CC(=O)OC(c2ccccc2)C1 (stereo not given)	x	x	0.8	x	-1.1	0.1	-2.4	x	-11.8
O=C(O)[C@@H]1CC(O)CN1C(=O)CCc1c[nH]c2ccccc12 (stereo not given in full)	-0.1	2.0	1.7	1.4	-1.1	-0.6	x	-1.6	15.6
N#C/C(=C\c1cccnc1)c1ccccn1	-0.4	1.5	-3.0	-8.6	3.7	-0.1	1.4	-3.1	21.1
CC(C)NS(=O)(=O)c1ccc(OCC(=O)N2CCc3ccccc3C2)cc1	0.3	3.3	3.9	0.7	0.4	-0.5	0.9	-7.6	4.8
O=C(c1cc(COc2ccc(F)cc2Cl)on1)N1CCc2sccc2C1	28.3	-9.2	-1.6	-0.9	-0.2	0.1	2.1	-4.2	1.0
CC(NCC(=O)Nc1ccccc1C(=O)NC1CC1)c1ccco1 (stereo not given)	-2.0	-10.6	0.7	10.5	0.1	0.1	1.2	-0.2	3.2
CCC(C(=O)NCCCN1CCN(C)CC1)n1nc(C)n2c(cc3occc32)c1=O (stereo not given)	-6.1	-2.3	-5.7	12.8	0.2	0.1	1.8	-1.3	2.1
Cc1ccc(/C=N/NC(=O)CNC(=O)COc2ccc(Cl)cc2)o1	-5.8	-3.2	17.9	10.0	-0.8	-0.8	0.7	0.4	1.7
COc1cccc(CNCc2cccc(Br)c2)c1OC	-0.7	-4.3	16.4	-11.1	-1.2	-0.2	0.6	-1.3	-15.8
CSCC[C@H](NC(=O)COc1ccc(Cl)cc1)C(=O)N1CCC2(CC1)NCCc1[nH]cnc12	-3.6	-7.1	0.0	0.2	1.3	-0.8	1.7	-2.1	1.0
C[C@@H]1CN(C(=O)c2cc(COc3cccc(C(F)(F)F)c3)on2)C[C@H](C)O1	0.7	15.1	-6.8	0.6	-0.5	-0.5	5.8	-7.6	7.9
CS(=O)(=O)N(Cc1ccccc1)c1ccc(C(=O)N2CCN(c3cccc(Cl)c3)CC2)cc1	25.7	8.9	-4.3	4.8	x	0.1	-2.8	-1.8	9.7
CCCCn1ccnc1C(=O)c1ccc(S(=O)(=O)N2CCCC2)cc1	6.3	-0.8	-2.6	7.0	0.4	-0.7	-4.2	-11.4	-9.2
CC1CCCC(NC(=O)COC(=O)/C=C/c2ccco2)C1C (stereo not given)	3.5	-20.4	-13.1	6.1	0.1	-0.4	1.0	-4.3	9.5
O=C(O)c1ccc(CN2C(=O)c3cccc4c([N+](=O)[O-])ccc(c34)C2=O)cc1	-102.2	43.6	-12.0	50.9*	x	-0.6	-181.2	-0.8	-41.6
O=C1CC(c2ccccc2)(c2ccccc2)c2ccccc21	21.2	-11.8	19.2	-7.0	-0.5	-0.3	2.4	-4.0	8.3
O=C(NC(=S)N1CCCCCC1)c1ccc(Cl)cc1Cl	-6.5	-12.4	-10.7	3.2	0.2	0.5	0.8	-3.2	4.2
O=C(CCN1C(=O)[C@@H]2Cc3ccccc3CN2C1=O)N[C@H](C(=O)O)c1ccccc1	-3.6	-5.3	-2.0	17.5	-1.0	-0.6	0.5	-3.9	-3.0
O=C(Sc1nnc(-c2ccccc2)o1)N1c2ccccc2Sc2ccccc21	59.7*	-6.3	4.2	-93.1	-1.1	-0.6	4.6	1.7	7.0
COCCn1c(C)cc(C(=O)COC(=O)Cc2n[nH]c(=O)c3ccccc23)c1C	-9.2	-8.3	13.1	-1.9	-0.1	-0.6	7.5	-12.3	-2.4
CCCn1c(N)c(C(=O)CSc2nc3ncc(Cl)cc3[nH]2)c(=O)[nH]c1=O	-7.5	-15.7	-19.4	-53.9	-0.8	-0.5	1.5	-6.2	-2.6
O=C(CSc1nnc(Cc2ccccc2)n1-c1ccccc1)N1CCOCC1	-8.5	0.5	-0.9	-1.0	0.6	-1.1	-4.2	-12.8	-32.9
Cc1c(CC(=O)NCCCCCC(=O)O)c(=O)oc2cc3occ(-c4ccccc4)c3cc12	-1.4	2.3	-13.1	6.0	2.5	-0.1	-2.8	-0.4	9.5
CC(Oc1ccccc1)C(=O)N1CCC2(CC1)Oc1ccc(F)cc1C(=O)C21CC(c2ccccc2)=NO1 (stereo not given)	61.5*	0.3	-7.8	-2.7	1.8	-0.2	-0.2	-4.1	21.2
Cc1ccc(-n2nnnc2SCc2nnc(-c3ccccc3Br)o2)c(C)c1	26.2	-1.1	-5.6	-46.8	-0.3	0.5	-7.4	-0.7	8.3
CC(=O)c1ccc(N2CCN(c3ccc(S(=O)(=O)N4CCN(C)CC4)cn3)CC2)cc1	-1.9	-1.8	-6.5	-5.1	2.4	-0.1	0.8	-1.8	-3.3
O=C(NCCCN1CCC(Cc2ccccc2)CC1)C1CCN(S(=O)(=O)N2CCOCC2)CC1	-8.3	-0.2	8.3	12.8	-0.4	-0.8	1.7	-0.7	1.7
Cc1ccccc1OCC(=O)NC(C)c1ccccc1 (stereo not given)	-4.5	-5.1	-4.3	-7.5	-1.4	0.3	1.4	-2.2	0.8

By substructure, the compounds so far with four or more nitrogen atoms.
SMILES	FAS TE block	E coli Lon inh	NRP1-CendR mod	PABP1 MLLE inh	MsrA inhibitor	Tb MetRS inh	MT1-MMP act inh	bovine MsrA act	SKN-1 inh
COCc1cc(CNC(=O)C2CCC(=O)N(Cc3ccccc3F)C2)[nH]n1 (stereo not given)	-3.8	-4.3	-2.7	-2.1	-0.4	0.0	0.5	-1.3	4.7
CCC(C(=O)NCCCN1CCN(C)CC1)n1nc(C)n2c(cc3occc32)c1=O (stereo not given)	-6.1	-2.3	-5.7	12.8	0.2	0.1	1.8	-1.3	2.1
CSCC[C@H](NC(=O)COc1ccc(Cl)cc1)C(=O)N1CCC2(CC1)NCCc1[nH]cnc12	-3.6	-7.1	0.0	0.2	1.3	-0.8	1.7	-2.1	1.0
CCCn1c(N)c(C(=O)CSc2nc3ncc(Cl)cc3[nH]2)c(=O)[nH]c1=O	-7.5	-15.7	-19.4	-53.9	-0.8	-0.5	1.5	-6.2	-2.6
O=C(CSc1nnc(Cc2ccccc2)n1-c1ccccc1)N1CCOCC1	-8.5	0.5	-0.9	-1.0	0.6	-1.1	-4.2	-12.8	-32.9
Cc1ccc(-n2nnnc2SCc2nnc(-c3ccccc3Br)o2)c(C)c1	26.2	-1.1	-5.6	-46.8	-0.3	0.5	-7.4	-0.7	8.3
CC(=O)c1ccc(N2CCN(c3ccc(S(=O)(=O)N4CCN(C)CC4)cn3)CC2)cc1	-1.9	-1.8	-6.5	-5.1	2.4	-0.1	0.8	-1.8	-3.3
O=C(NCCCN1CCC(Cc2ccccc2)CC1)C1CCN(S(=O)(=O)N2CCOCC2)CC1	-8.3	-0.2	8.3	12.8	-0.4	-0.8	1.7	-0.7	1.7

Screening data (PubChem)
